# MT1-MMP act inh = blockers of MT1-MMP proenzyme processing, primary screen, HT1080 RFP-PRO-GFP cells, GFP/RFP fluorescence; AID 651647, 2012; GFP/RFP ratio change, % at 20 µM; GFP/RFP ratio fluorescence, overnight; percent of plate control window, DMSO zero; 360,000 tested, 0.061% active;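 active means GFP/RFP ratio change of at least 30% with cell ATP level not reduced by more than half and red fluorescence within 50% of control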; further: strong numbers were not always called active
#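 Material: RFP-PRO-GFP reporter HT1080 cells. Dosing: single-point 20 µM compound, 1% DMSO. Controls: DMSO and RFP-L50D-GFP cell wells. Timing: cells overnight before dosing, compound overnight, 37 °C, 5% CO2. Measure: GFP/RFP fluorescence ratio.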
# SKN-1 block = suppressors of acrylamide-induced Pgst-4::GFP reporter in worms, primary screen, SKN-1 inhibitor project, whole organism, uHTS, GFP/RFP fluorescence ratio, strain VP596; 360,000 tested, 0.49% active; inhibition, % at 21.8 µM; C. elegans VP596 Pgst-4::GFP/RFP ratio, 24 h; AID 624304, 2012;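 active means interference check ratio from 0.5 to 1.5 plus GFP to RFP signal ratio inhibition reaching or exceeding a fixed threshold, cut at about 30% in these data, passing the limit was not always enough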; further: some compounds called inactive have numbers as strong as hits
# FAS TE block = FAS thioesterase domain inhibitors, primary screen, biochemical, fluorescence intensity, uHTS | inhibition, % at 15 µM | Fatty acid synthase (Homo sapiens), P49327 | recombinant FAS-TE, OMFH fluorogenic substrate, fluorescence endpoint | AID 602261, 2012 | 360,000 tested, 0.67% active;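 active means compounds whose normalised, plate-corrected inhibition of enzyme fluorescence in the single-dose primary screen is 50% or more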;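 further: 0% = DMSO with enzyme and 100% = substrate without enzyme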
# Rin1 Abl inh = inhibitors of Rin1-Abl protein binding, primary screen, biochemical, TR-FRET; Tyrosine-protein kinase ABL1 (Homo sapiens) + Ras and Rab interactor 1 (Homo sapiens), …; inhibition, % at 7.35 µM; 360,000 tested, 0.4% active; in the data active means inhibition above about 5%, passing the limit was not always enough
# MsrA act = bovine MsrA enzyme activators, primary screen, biochemical, absorbance, HTS | 360,000 tested, 0.3% active | activation, % at 10.6 µM | AID 602163, 2012 | Methionine sulfoxide reductase A (Bos taurus) | purified bovine MsrA, absorbance read-out; in the data active means activation above about 7.5%;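 further: 0% = vehicle and 100% = reference activator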
# Neddylation inh = inhibitors of cullin neddylation, primary screen, biochemical, TR-FRET, uHTS, NAE and Ubc12; NEDD8-conjugating enzyme Ubc12 (Homo sapiens) + NEDD8-activating enzyme E1 regulatory …; calls only at 25 µM; 360,000 tested, 0.58% active; AID 651699, 2012; in the data active means inhibition above about 36%
# eLon inh = inhibitors of E. coli Lon protease, primary screen, biochemical, fluorescence polarization; AID 602123, 2011; 360,000 tested, 0.42% active; inhibition, % at 7.94 µM; purified E. coli Lon protease; in the data active means inhibition above about 13%, passing the limit was not always enough;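 further: 0% = enzyme with probe and DMSO and 100% = no enzyme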
# Target sequence (P0A9M0 whole entry, looked up): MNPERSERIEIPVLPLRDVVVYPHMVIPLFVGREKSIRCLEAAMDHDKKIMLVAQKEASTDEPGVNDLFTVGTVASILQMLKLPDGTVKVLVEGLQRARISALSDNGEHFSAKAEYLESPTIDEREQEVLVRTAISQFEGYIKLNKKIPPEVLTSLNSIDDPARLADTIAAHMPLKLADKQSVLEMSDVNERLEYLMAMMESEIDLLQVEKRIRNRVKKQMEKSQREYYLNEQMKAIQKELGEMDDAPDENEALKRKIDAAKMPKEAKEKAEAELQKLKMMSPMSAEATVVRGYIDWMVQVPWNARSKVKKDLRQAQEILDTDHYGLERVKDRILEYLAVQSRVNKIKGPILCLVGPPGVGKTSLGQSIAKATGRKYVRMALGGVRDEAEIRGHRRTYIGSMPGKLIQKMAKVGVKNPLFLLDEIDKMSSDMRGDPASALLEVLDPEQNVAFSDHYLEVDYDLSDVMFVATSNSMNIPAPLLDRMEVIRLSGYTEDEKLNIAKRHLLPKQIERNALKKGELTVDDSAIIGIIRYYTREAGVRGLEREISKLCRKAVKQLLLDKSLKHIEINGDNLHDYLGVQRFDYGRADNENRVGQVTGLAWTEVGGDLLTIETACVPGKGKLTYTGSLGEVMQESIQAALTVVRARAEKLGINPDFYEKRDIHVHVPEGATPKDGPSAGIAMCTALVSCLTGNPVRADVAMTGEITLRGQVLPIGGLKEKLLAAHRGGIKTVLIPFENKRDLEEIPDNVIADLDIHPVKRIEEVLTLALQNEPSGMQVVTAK
# MsrA inhibitor = bovine MsrA enzyme inhibitors, primary screen, biochemical, absorbance, HTS | purified bovine MsrA, absorbance read-out | Methionine sulfoxide reductase A (Bos taurus) | inhibition, % at 15.5 µM | 360,000 tested, 0.75% active; in the data active means inhibition above about 4.5%;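 further: 0% = vehicle wells with enzyme and 100% = reference inhibitor wells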
# CendR NRP1 mod = modulators of CendR peptide binding to NRP-1, primary screen, biochemical, fluorescence polarization, uHTS; Neuropilin-1 (Homo sapiens), O14786; FAM-RPARPAR peptide binding to NRP-1; inhibition, % at 25 µM; 360,000 tested, 0.85% active; AID 602438, 2012;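 active means inhibition or corrected inhibition above about 18%, plus a signal ratio from 0.5 to 1.5, limit read from the data, passing the limit was not always enough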; further: strong numbers were not always called active
# Starred values were filed as active, the others as inactive; i = inactive.
SMILES,MT1-MMP act inh,SKN-1 block,FAS TE block,Rin1 Abl inh,MsrA act,Neddylation inh,eLon inh,MsrA inhibitor,CendR NRP1 mod
Cc1ccc(Nc2nc(N)nc(CN3CCN(Cc4ccc5c(c4)OCO5)CC3)n2)cc1C,-6.5,-3.7,3.7,-2.3,-8.4,i,2.1,-0.7,-17.9
CCC(CO)Oc1cc(NCc2cc(C)cc(C)c2)c2ncn(C(C)C)c2c1 (configuration not stated),10.7,1.9,2.1,0.1,0.3,i,-7.7,2.3,-4.0
CCN=C(NCC)SC1CC(=O)N(c2ccccc2)C1=O (configuration not stated),2.7,-7.1,-10.1,-0.2,-11.2,i,1.5,0.0,8.4
CNS(=O)(=O)c1cccc(C(=O)OCC(=O)Nc2ccccc2OC(F)F)c1,-12.3,-11.4,-1.8,-1.2,2.1,i,-6.3,0.4,9.9
COc1ccccc1-c1n[nH]c(=S)n1N,-4.7,4.0,-3.0,1.8,-2.7,i,-13.2,-0.4,-3.1
Cn1c(=O)c(=O)n(C)c2cc(S(=O)(=O)N3CCN(c4ccc(F)cc4)CC3)ccc21,0.7,-6.8,-18.2,-0.3,-2.9,i,0.0,0.3,-6.0
CCN(CC(=O)Nc1cccc(OC)c1)C(=O)c1ccco1,0.1,-2.6,0.5,0.6,-2.1,i,1.7,0.8,3.1
CC(C)(C)N(Cc1ccccc1)C(=O)CN1C(=O)c2ccccc2C1=O,-4.9,1.5,0.0,-2.2,-1.4,i,-3.2,-0.2,-5.0
CC(=O)/C(=N\Nc1ccc(C)cc1)N1CCOCC1,-0.4,-4.0,0.0,3.1,-3.9,i,1.9,0.8,5.2
CCN1C(=O)C(CC(=O)Nc2ccccc2)S/C1=N\c1ccccn1 (configuration not stated),-0.3,-5.5,-5.1,-1.2,-2.9,i,-6.8,-0.7,1.6
CS(=O)(=O)c1ccc(Cl)c(NC(=O)CSc2nc3ccccc3c(=O)n2Cc2ccco2)c1,-3.8,-10.0,6.6,2.1,-9.5,i,0.8,0.5,-14.2
Cc1cc(-c2n[nH]c(=S)n2/N=C/c2c[nH]c3ccccc23)n[nH]1,-0.9,6.0,-1.0,-0.8,1.9,i,-1.5,-0.7,5.2
CCNC(=S)N(CCc1c(C)[nH]c2ccccc12)Cc1cc(OC)c(OC)c(OC)c1,2.4,4.5,5.7,-0.7,-3.6,i,2.7,1.2,-0.2
Cc1onc(-c2ccccc2)c1C(N)=O,6.2,-11.8,-1.3,-1.9,1.0,i,-3.8,-0.8,2.8
CSCCC(NC(=O)c1ccc(Cl)cc1Cl)C(=O)N(C)Cc1nc2ccccc2c(=O)[nH]1 (configuration not stated),1.9,-1.6,10.6,-1.7,-10.1,i,7.1,1.1,10.1
CCOc1ccccc1NC(=O)c1cc(-c2ccccn2)nc2ccccc12,-5.6,-28.0,6.6,-1.0,-6.7,i,3.8,0.7,-1.7
COc1ccc(NC(=O)C(CCS(C)(=O)=O)N2C(=O)c3ccccc3C2=O)cc1 (configuration not stated),1.0,-10.8,-6.7,-3.8,-8.2,i,-7.4,-0.8,4.5
Oc1cccc2ccc(/C=C/c3cccs3)nc12,1.3,23.2,15.0,-2.1,-5.0,i,-2.4,0.5,0.3
CCN(CC)C(=O)CSc1nc2cc3c(cc2c(=O)n1Cc1ccco1)OCO3,6.7,4.3,2.3,-3.6,0.9,i,2.6,-0.6,4.9
COc1ccc(NC(=O)CN2CCN(CC(=O)Nc3cc(OC)cc(OC)c3)CC2)cc1,3.2,-27.4,-10.0,0.1,-2.9,i,-2.2,1.5,-6.4
COc1ccccc1-n1nnnc1SCC(=O)N1CCCC1=O,-3.5,-9.3,-3.5,-1.6,-6.5,i,3.3,-1.3,12.2
Cc1cn([C@H]2C[C@H](O)[C@@H](CNS(=O)(=O)N3CCCC3)O2)c(=O)[nH]c1=O,0.3,12.9,-6.5,-3.5,-1.8,i,-3.4,-0.4,12.0
Cc1cc(Cl)ccc1NC(=O)COC(=O)c1cc([N+](=O)[O-])ccc1N1CCOCC1,2.7,-3.5,76.7*,-2.2,-3.6,i,-7.5,-0.1,-5.7
COc1ccc(Cl)cc1S(=O)(=O)NCCCn1ccnc1,-1.2,-1.0,-3.2,1.4,-3.5,i,-4.9,1.0,0.2

# Three entries from above, sorted by SMILES length, smallest number first:
SMILES,MT1-MMP act inh,SKN-1 block,FAS TE block,Rin1 Abl inh,MsrA act,Neddylation inh,eLon inh,MsrA inhibitor,CendR NRP1 mod
COc1ccc(Cl)cc1S(=O)(=O)NCCCn1ccnc1,-1.2,-1.0,-3.2,1.4,-3.5,i,-4.9,1.0,0.2
CCN(CC)C(=O)CSc1nc2cc3c(cc2c(=O)n1Cc1ccco1)OCO3,6.7,4.3,2.3,-3.6,0.9,i,2.6,-0.6,4.9
COc1ccc(NC(=O)C(CCS(C)(=O)=O)N2C(=O)c3ccccc3C2=O)cc1 (configuration not stated),1.0,-10.8,-6.7,-3.8,-8.2,i,-7.4,-0.8,4.5

# Next structures:
SMILES,MT1-MMP act inh,SKN-1 block,FAS TE block,Rin1 Abl inh,MsrA act,Neddylation inh,eLon inh,MsrA inhibitor,CendR NRP1 mod
COc1ccc(NC(=O)C(=O)Nc2cccc3cccnc23)c(OC)c1,-7.4,12.9,-1.6,2.1,-12.0,i,4.4,-1.5,0.1
Cc1ccc2c(C)nc(N/C(N)=N/S(=O)(=O)c3ccccc3)nc2c1,2.3,5.9,-2.0,-1.4,-2.9,i,-6.7,0.3,-9.0
O=C(COc1ccc(S(=O)(=O)Nc2ccccc2)cc1)NCc1ccccn1,-3.2,-10.9,-1.6,-0.9,-2.3,i,-5.5,1.9,-7.1
CC(=O)c1ccc(NC(=S)NCCc2ccc(S(N)(=O)=O)cc2)cc1,5.2,1.8,-1.7,0.9,1.5,i,5.5,-0.2,-0.4
O=C(O)c1sccc1SCc1ccc(Cl)c(Cl)c1,4.2,12.6,2.5,1.5,-2.7,i,-6.0,1.7,-4.5
O=C(NC1CCCCC1)C1CCN(c2ncccn2)CC1,-0.1,-4.9,-5.6,2.3,-12.4,i,2.0,0.1,11.3
CCN(C(=O)CSc1nc2ccc(Cl)cc2[nH]1)C1CCS(=O)(=O)C1 (configuration not stated),0.9,-7.4,1.0,1.0,-4.3,i,3.5,0.2,7.8
NC(=O)C1CCN(C(=O)c2ccc([N+](=O)[O-])cc2NC(=O)c2cccs2)CC1,-4.6,-4.9,11.6,-1.2,-9.6,i,5.8,-0.8,0.4
COc1ccccc1/C=C/C=N/n1c(-c2ccc(F)cc2)n[nH]c1=S,2.1,-12.8,-0.8,1.3,-1.4,i,3.5,1.6,-4.4
C=CCN(CC=C)Cc1cc(=O)oc2cc(C)c(C)cc12,0.0,-4.7,18.4,4.1,-7.3,i,-4.3,-0.6,-14.2
NS(=O)(=O)c1ccc(Nc2nc(-c3ccc(O)cc3O)cs2)cc1,5.0,-1.1,14.2,-3.1,-1.9,i,2.8,0.8,-3.7
CCOC(=O)N1CCN(C(=O)CN(c2cc(Cl)ccc2OC)S(=O)(=O)c2ccccc2)CC1,-2.0,25.2,-6.7,-1.9,-0.2,i,-1.2,-1.3,2.2
CN1CCN(c2ccc(S(=O)(=O)N3CCOCC3)cc2)CC1,-0.9,1.0,-5.8,4.5,-4.5,i,-7.5,1.1,2.1
COCc1nnc(NC(=O)c2cccc(NC(=O)c3ccccc3)c2)s1,6.4,-6.9,-0.2,1.3,-9.7,i,1.5,0.5,2.4
COC(=O)c1cc(C)nc(Nc2nc(C(N)Cc3ccc(Cl)cc3)cs2)n1 (configuration not stated),-1.0,1.3,-13.3,3.8,-4.5,i,1.0,0.6,-7.7
O=C(CCC(=O)c1cccs1)NCc1ccc(F)cc1,4.1,-12.0,-8.7,-0.8,-9.0,i,-5.6,-1.1,8.0
O=C(COc1coc(CN2CCc3ccccc3C2)cc1=O)Nc1ccc(Cl)cc1,-0.8,-6.7,-0.6,2.9,-1.6,i,-14.9,-0.3,0.8
CCN(CC)c1nc(N2CCOCC2)c(C#N)c2c1CN(C)CC2,-4.3,-31.4,-4.2,0.5,6.3,i,2.6,0.8,-7.8
CC(Sc1ccc2c(c1)OCCO2)C(=O)Nc1ccc(N2CCOCC2)cc1 (configuration not stated),2.0,-3.5,-3.8,1.6,-3.8,i,4.6,1.3,0.6
O=C1CC(c2ccco2)=Nc2ccccc2N1,0.8,7.3,-12.0,-4.6,-4.1,i,-0.2,2.7,3.8
COc1ccc(CN2CCN(C(=O)c3ccco3)CC2)cc1OCc1ccccc1,2.3,-17.2,-4.0,1.9,-6.9,i,3.6,-0.2,9.7
COc1cccc(CN2CC(C(=O)N3CCCCCC3)CCC2=O)c1 (configuration not stated),-3.7,16.9,-6.7,0.4,-3.2,i,4.9,-0.6,-5.3
CC1(C(=O)OCC(=O)NC(=O)c2ccccc2)CC1(Cl)Cl (configuration not stated),3.0,4.1,2.9,3.0,-0.6,i,4.3,0.5,0.8
O=C(O)CC[C@@H](C(=O)O)N1C(=O)c2ccccc2C1=O,1.9,-18.4,0.6,-5.5,-2.8,i,-0.4,-1.2,-11.7
C=CCSc1nc(=O)n2ccccc2n1,8.5,12.4,-2.5,-2.5,-0.5,i,7.5,1.7,-1.8
CC1(C)CC2CC(C)(CN2CC(O)COc2ccccc2)C1 (configuration not stated),0.0,-15.3,-5.3,1.3,-8.5,i,5.8,-0.3,-2.1
COC(=O)c1ccc(NC(=O)CSc2nnc(CNc3ccc(OC)cc3)n2C)cc1,0.0,-18.2,9.8,1.3,-2.0,i,2.4,0.5,12.2
CCOC(=O)C1=C(C)NC(=S)N(C(C)=O)C1c1ccccc1 (configuration not stated),0.9,7.2,-5.7,-0.7,-2.5,i,17.2*,2.7,-7.0
CCOc1ccc(C(=O)N(C)C2CCS(=O)(=O)C2)cc1 (configuration not stated),-3.8,2.8,-8.7,1.7,-0.9,i,3.5,0.1,11.5
Nc1nnc(SCC(=O)Nc2cccc(Cl)c2)s1,4.7,12.6,-4.3,3.5,-3.6,i,0.0,1.7,-2.0
COCc1cc(C)nc(SCc2nc3ccccc3c(=O)[nH]2)c1C#N,-9.8,-3.0,1.4,4.4,-0.7,i,-6.5,1.0,-12.9
CC1C(=O)N2CCCc3cc(NS(=O)(=O)c4ccc([N+](=O)[O-])cc4)cc1c32 (configuration not stated),1.4,3.7,-5.9,-3.2,-10.2,i,10.4,0.3,9.6
COc1ccccc1N1CCN(C(=O)COc2cc(C)cc(C)c2)CC1,1.8,-5.8,4.4,2.2,-3.2,i,8.0,0.5,-15.1
O=C(CSc1nnc(-c2ccco2)n1-c1ccccc1)N1CCOCC1,1.3,-7.2,-8.2,2.0,-3.9,i,2.4,0.8,-13.0
CCN(CC)C(=O)CSc1nc2cc3c(cc2c(=O)n1CCCCCC(=O)NCc1ccc(OC)cc1)OCO3,-5.3,4.4,6.6,-1.1,-9.7,i,-2.1,-0.1,20.4
COc1cc(OC)cc(-c2cc(N)n(S(=O)(=O)Cc3ccccc3)n2)c1,3.8,11.5,7.5,1.1,-0.3,i,-6.4,0.3,9.6

# Single values from above.
# Value for CCN(CC)C(=O)CSc1nc2cc3c(cc2c(=O)n1CCCCCC(=O)NCc1ccc(OC)cc1)OCO3 under eLon inh: -2.1
# Value for CC1(C)CC2CC(C)(CN2CC(O)COc2ccccc2)C1 (configuration not stated) under MT1-MMP act inh: 0.0
